# MITF inh: human MITF inhibition, primary screen; AID 1259374; AlphaScreen MITF homodimerization, bead proximity signal; 650,000 compounds, 0.91% hits; inhibition, % at 2.6 µM; in the data active means inhibition above about 50%;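 further: 0% = vehicle wells with protein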
# Target sequence (O75030 whole entry, looked up): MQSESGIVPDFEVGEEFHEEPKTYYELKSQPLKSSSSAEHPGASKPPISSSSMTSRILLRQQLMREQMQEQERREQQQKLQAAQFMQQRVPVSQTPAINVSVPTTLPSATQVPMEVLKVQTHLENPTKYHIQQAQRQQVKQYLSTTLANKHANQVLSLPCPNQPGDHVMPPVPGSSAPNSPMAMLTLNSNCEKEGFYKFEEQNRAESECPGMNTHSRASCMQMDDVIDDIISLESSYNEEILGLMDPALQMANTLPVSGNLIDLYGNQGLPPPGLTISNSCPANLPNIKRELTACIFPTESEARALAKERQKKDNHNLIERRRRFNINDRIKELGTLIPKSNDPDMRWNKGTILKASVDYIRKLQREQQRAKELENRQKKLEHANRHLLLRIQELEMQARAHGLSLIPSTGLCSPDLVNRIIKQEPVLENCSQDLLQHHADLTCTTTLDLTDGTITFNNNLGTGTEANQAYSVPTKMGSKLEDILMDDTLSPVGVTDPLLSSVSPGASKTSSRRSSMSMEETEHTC
# TEAD-YAP inh: TEAD-YAP interaction inhibition. 640,000 compounds, 1.4% hits. inhibition, % at 9.12 µM. AID 1259422. HEK-TIYL cells, TEAD-Gal4/YAP UAS-luciferase luminescence; in the data active means inhibition above about 32%;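 further: 0% = median of test compound wells and 100% = reference inhibitor wells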
# GPR151 ag: activates the human receptor GPR151; AID 1508602; activation, % at 11.2 µM; 650,000 compounds, 1% hits; PathHunter beta-arrestin GPR151 cells, luminescence; Q8TDV0; in the data active means activation above about 4.9%;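 further: 0% = median of compound wells and 100% = cells with positive control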
# Target sequence (Q8TDV0 whole entry, looked up): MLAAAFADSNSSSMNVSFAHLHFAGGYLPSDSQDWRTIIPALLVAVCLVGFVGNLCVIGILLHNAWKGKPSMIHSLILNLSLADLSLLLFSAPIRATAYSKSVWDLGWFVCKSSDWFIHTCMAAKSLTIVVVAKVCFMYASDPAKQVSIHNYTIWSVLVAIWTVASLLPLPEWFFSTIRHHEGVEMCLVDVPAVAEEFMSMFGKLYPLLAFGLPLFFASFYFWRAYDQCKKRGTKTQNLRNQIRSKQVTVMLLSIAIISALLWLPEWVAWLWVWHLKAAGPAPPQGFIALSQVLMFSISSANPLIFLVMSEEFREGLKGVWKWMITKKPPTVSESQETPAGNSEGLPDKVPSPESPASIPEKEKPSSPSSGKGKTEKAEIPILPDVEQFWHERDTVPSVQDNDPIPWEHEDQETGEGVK
# FBW7 act: activators of human E3 ligase FBW7. Q969H0. AID 1259310. 650,000 compounds, 0.13% hits. normalized activity (activation), % at 26.1 µM. AlphaScreen FBW7–phospho-cyclin E peptide binding, activator screen; in the data active means normalized activity above about 1.9%;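 further: purified mutant Fbw7 with reduced substrate affinity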
# Numbers without * were called inactive; & = joins results of further samples. Rows are unselected; overall some 3.5% were active at least once.
SMILES,MITF inh,TEAD-YAP inh,GPR151 ag,FBW7 act
Brc1ccc(-c2ccc(/C=C/c3nc4ccccc4o3)o2)cc1,-9,-7,-1.4,0.6
COc1ccc(OC)c(-n2c(CNC(=O)c3ccc(S(=O)(=O)N4CCCCC4)cc3)nnc2SCC(=O)Nc2nccs2)c1,-2,-3,3.2,-0.1
COc1cccc(C2(c3cccc(OC)c3)CC2C(=O)Nc2cccc3ccccc23)c1 (stereo unspecified),-2,3,0.1,0.0
CCOc1ccc2cc(-c3cc4c(c(C)n3)c(=O)oc3cc(OCC)ccc34)c(=O)oc2c1,5,5,0.5,0.4
COc1ccc2c(c1)CC(c1nc3cccnc3c(=O)[nH]1)CO2 (stereo unspecified),0,5,0.9,-0.1
O=[N+]([O-])c1ccc(NCCNS(=O)(=O)c2ccc(Br)cc2)c(Cl)c1,15,5,-0.3,-0.2
O=C(CCc1ccccc1)Nc1ccnn1C1CCN(Cc2ccon2)CC1,-2,0,1.4,-0.2
CC(C)NC(=O)C1CCN(C2CCN(C(=O)Cn3nc4ccccc4n3)CC2)CC1,-16,-3,-0.9,-0.1
COc1ccc(Nc2nc(Cl)nc(NCc3ccco3)n2)c(OC)c1,5,4,2.1,-0.1
COc1ccc(C)cc1NC(=O)C(=O)NCc1ccncc1,-10,-10,-0.8,-0.1
CSC1=C(C#N)C(c2ccc(Cl)cc2)C2=C(CCCC2=O)N1 (stereo unspecified),7,8,2.1,-0.2
CC1(C)C(=O)Nc2ccccc2N1C(=O)COc1ccccc1C#N,0,8,0.9,0.1
CN1CCN(c2nc(Nc3ccc(Cl)cc3)nc3ccccc23)CC1,8,0,1.1,-0.2
CC(C)OCCCNC(=O)CN1Cc2ccccc2C1=O,7,0,0.1,0.2
Cc1ccsc1C(=O)C1CCCN(S(=O)(=O)c2ccccc2)C1 (stereo unspecified),-1,0,-0.8,-0.1
CCCC(=O)N(Cc1ccccc1)c1nc2c(C)cccc2s1,-12,10,-0.4,0.0
CC(=O)Nc1ccc(C(=O)NNC(=O)c2ccc(Cl)cc2)cc1,-1,-2,-0.4,-0.1
CCCCCCNc1nc(Nc2ccc(I)cc2C)nc(N2CCCC2)n1,-1,-1,1.2,-0.2
CCOC(=O)C1=C(C)NC2=C(C(=O)C(C(=O)OC)C(C)C2)C1c1cc(OC)c(OC)c(OC)c1 (stereo unspecified),-8,8,-1.3,-0.2
CCC(OC(=O)CN1C(=O)c2ccccc2C1=O)C(=O)Nc1sc2c(c1C#N)CCCC2 (stereo unspecified),-4,-19,-1.8,0.0
CCOC(=O)c1cc(C)n(CCc2ccccc2)c1C,20,-32,3.2,0.1
CC1CCCC(C)N1C(=O)CN1CCC(c2ccc3c(c2)OCO3)CC1 (stereo unspecified),-12,-2,1.5,0.2
CCCN1CCN(CCCNC(=S)Nc2ccc(F)cc2)CC1,8,-3,-1.8,0.2
Cc1cc(C)cc(NC(=S)N(Cc2ccc(Br)cc2)Cc2ccc(C(=O)O)cc2)c1,-3,-5,0.0,0.2
Cc1ccc(C)c2sc(NC(=O)c3ccccc3S(C)(=O)=O)nc12,-18,-4,-0.4,-0.3

# Pulled by compound from above:
SMILES,MITF inh,TEAD-YAP inh,GPR151 ag,FBW7 act
Brc1ccc(-c2ccc(/C=C/c3nc4ccccc4o3)o2)cc1,-9,-7,-1.4,0.6
Cc1cc(C)cc(NC(=S)N(Cc2ccc(Br)cc2)Cc2ccc(C(=O)O)cc2)c1,-3,-5,0.0,0.2

# (continued)
SMILES,MITF inh,TEAD-YAP inh,GPR151 ag,FBW7 act
CCCCCn1c(SCc2ccncc2)nc2cc(C(=O)NCc3cccc(Cl)c3)ccc2c1=O,5,2,5.1*,0.0
COc1ccc(C(=O)Nc2nc3ccc(C)cc3s2)cc1,12&7,-70&-42,-0.4&0.0,0.3&0.2
CCCCOC(=O)c1ccc(NC(=O)C(C(C)C)N2C(=O)c3ccccc3C2=O)cc1 (stereo unspecified),-8,-7,0.1,-0.1
CS(=O)(=O)C1Cc2ccccc2CN1C(=O)Nc1ccc(F)cc1 (stereo unspecified),-2,3,-1.0,0.1
COc1cc(/C=C2/C(=O)NN(c3ccccc3)C2=O)c([N+](=O)[O-])cc1OC,4,3,-1.1,0.2
COc1ccc(CCNC(=O)CSc2nc3ccsc3c(=O)n2CCCC(=O)NCc2ccc3c(c2)OCO3)cc1OC,11,11,-1.1,0.0
CC(=O)NCCNC(=O)CCn1c(=O)[nH]c2ccccc2c1=O,2,-3,1.4,-0.1
COc1ccc(C2=NC(c3ccc(Cl)cc3Cl)NC(c3cc(Cl)ccc3O)C2)cc1 (stereo unspecified),11,-13,0.2,-0.1
CCCCC(=O)Nc1ccc(-c2cn3ccc(C)cc3n2)cc1,12,-5,-4.1,0.0
CN(C)CCCOC(=O)COc1ccc(Cl)cc1,12,2,-1.7,-0.2
C=C(C)CSc1nnc2n(-c3ccccc3)c(=O)c3c(C)c(C)sc3n12,13,-2,0.2,0.5
CC(=O)Nc1cnn(-c2ccc(C(=O)N3CCc4c(Cl)cccc4C3)cc2)c1,-2,-15,-0.9,-0.1
CC(C)CCNC(=O)Cc1c(C(=O)O)[nH]c2ccccc12,-6,10,2.5,-0.1
CCn1c(SCC(=O)NNC(=O)c2ccc(C)cc2)nnc1C1CC1,4,-10,0.1,0.1
Cc1ccccc1OCC(O)CN1CCCCC1 (stereo unspecified),8,11,0.3,0.0
CN1CCN(C(=O)c2ccc(-c3cccc(C(=O)NCc4cccnc4)n3)cc2)CC1,3,-8,-1.9,-0.1
CCOc1ccc(-n2nc3cc(C)c(NC(=O)c4cc(OC)cc(OC)c4)cc3n2)cc1,-8,-5,-0.3,0.1
CC1=C(C(=O)OC(C)C)C(c2cn(-c3ccccc3)nc2-c2ccc(F)cc2)C(C(=O)OC(C)C)=C(C)N1,15,1,-1.3,0.6
Oc1ccccc1-c1cc(C(F)(F)F)on1,2,-3,-1.3,0.1
Nc1nc(SCc2ccc([N+](=O)[O-])cc2)n[nH]1,3,9,-0.5,0.3
COc1ccc(-c2cncc(C(=O)NCCN3CCOCC3)c2)cn1,13,5,-0.3,0.2
Cc1ccc(CNC(=O)c2cccc(F)c2)cc1,11,4,-0.8,0.5
O=C(NCCCN1CCCC1)c1ccc2c(=O)n(Cc3ccc(Cl)cc3)c(=S)[nH]c2c1,14,-11,-0.4,0.5
CN(C)c1cccc(Nc2nc(NCCc3ccc(O)cc3)c3ncn(-c4ccsc4)c3n2)c1,17,3,0.3,0.4
CC(=O)Nc1cccc(N=Cc2cc(Cl)cc(Cl)c2O)c1,-4,-6,5.7*,0.1

# Structures above containing a nitro group on carbon, in the order listed:
SMILES,MITF inh,TEAD-YAP inh,GPR151 ag,FBW7 act
O=[N+]([O-])c1ccc(NCCNS(=O)(=O)c2ccc(Br)cc2)c(Cl)c1,15,5,-0.3,-0.2
COc1cc(/C=C2/C(=O)NN(c3ccccc3)C2=O)c([N+](=O)[O-])cc1OC,4,3,-1.1,0.2
Nc1nc(SCc2ccc([N+](=O)[O-])cc2)n[nH]1,3,9,-0.5,0.3

# Other structures follow.
SMILES,MITF inh,TEAD-YAP inh,GPR151 ag,FBW7 act
CCOC(=O)Cn1c(-c2cccnc2)nc2ccccc21,10,-17,-1.7,0.0
Cc1ccc2c(c1)C(=O)C(=O)N2CCOc1ccc(Br)cc1,-7,6,3.1,-0.2
O=C(Nc1ccc(Cl)cc1)C1CC(=O)N(CCC23CC4CC(CC(C4)C2)C3)C(=Nc2ccc(Cl)cc2)S1 (stereo unspecified),8,12,-0.4,0.3
O=C(Nc1ccc(Br)cc1)c1cc(-c2ccccc2)nc2ccc(Cl)cc12,21,1,-0.2,0.4
COc1ccc2nc(NC(=O)c3nc(SC)ncc3Cl)sc2c1,1,-5,0.6,0.2
Cc1nc(N2CCN(c3ccc(F)cc3)CC2)c2cc(C)sc2n1,5,3,0.8,0.0
COc1ccc(NC(=O)c2ccc(C(=O)O)cc2C(=O)O)cc1,11,2,-1.0,0.1
COc1ccc(OC)c(C2c3cccn3CCN2C(=S)Nc2ccccc2OC)c1 (stereo unspecified),6,-4,0.0,-0.1
Cc1ccc(C)c(S(=O)(=O)NCCOc2nc(NC(C)C)nc(NC(C)C)n2)c1,10,1,4.5,0.0
Nc1nonc1C(=O)N/N=C/c1ccc(-c2cccc(C(=O)O)c2)o1,13,-12,-2.3,-0.2
CC(C)c1ccc(-n2[nH]nnc2=S)cc1,-5,-6,0.9,0.1
Cc1ccnc(NS(=O)(=O)c2ccc(NC(=O)c3ccc(OC(C)C)cc3)cc2)n1,6,9,0.2,0.6
COc1ccc2c(c1)OC(C)CN(CCC(=O)NCc1ccccn1)C2 (stereo unspecified),-6,5,1.3,0.0
Cc1cccn2c(=O)c3cc(C(=O)NCCCN4CCOCC4)sc3nc12,9,-1,-0.4,0.5
Cn1c(=O)c2c(SCC(=O)NC(C)(C)C)nc(-c3cccc(F)c3)nc2n(C)c1=O,7,5,1.9,0.1
Cc1ccc2c(c1C)NC(=O)C2=O,6,-3,-0.6,0.1
COc1ccc(C)cc1N(CC(=O)NC(C)(C)C)S(=O)(=O)c1ccccc1,8,2,0.9,0.6
COc1cc2nc(NCCN3CCOCC3)nc(NCCOc3ccccc3)c2cc1OC,7,-8,0.6,0.0
O=C1c2ccccc2C(=O)N1CC(=O)C12CC3CC(CC(C3)C1)C2,2,-2,0.2,-0.1
Cc1cc2c(cc1C)C(c1cccc([N+](=O)[O-])c1)CC(=O)N2 (stereo unspecified),-5,18,-0.2,-0.1
Cc1cccc2sc(NNC(=O)c3ccc(N(C)C)cc3)nc12,8,20,-1.3,0.0
COC(=O)c1cc(CSc2nnc(NCc3ccccc3)s2)oc1C,-2,10,0.3,-0.2
CC(=O)N(C(C)=O)c1ccc(-n2c(=O)c3ccccc3c3ccccc3c2=O)cc1,8,4,3.8,-0.2
NC(=O)c1c(NS(=O)(=O)c2ccc(F)cc2)sc2c1CCC2,25,1,0.2,-0.1
CCCCOc1ccc(/C=c2/sc3nc(=O)c(C)nn3c2=O)cc1OCC,10,2,0.6,-0.1
# Remaining list, next part:
SMILES,MITF inh,TEAD-YAP inh,GPR151 ag,FBW7 act
Cc1ccc(S(=O)(=O)NCc2nc3ccccc3c(=O)n2N)cc1,-5,7,-0.6,0.0
COc1ccc(NC(=O)CCn2c(=O)[nH]c3ccccc3c2=O)c(OC)c1,-6,-3,-0.9,0.0
COC(=O)c1ccc(/C=N/NC(=O)C(=O)Nc2ccc3ccccc3c2)cc1,25,9,-0.5,0.0
O=C1CCSc2c1cccc2C(=O)NCCc1ccc(Cl)cc1,3,5,-1.0,0.1
CC(=O)[C@@H]1[C@@H](c2ccccc2F)C(C#N)(C#N)[C@H]2C=Cc3ccccc3N12,5,-5,0.2,-0.1
Cc1ccc(S(=O)(=O)Nc2cc(Cl)c(O)c(Cl)c2C)cc1,-2,13,1.2,0.0
Cc1ccccc1OCC(=O)Nc1ccc(Cc2ccncc2)cc1,6,7,-0.9,0.0
O=C(CCS(=O)(=O)c1cccc2nonc12)NCCc1ccc(Cl)cc1,-1,2,0.4,0.1
O=C(O)c1cccc(Oc2ccccc2)c1,-11,13,1.9,0.0
C=CCOc1cccc(C(=O)NC2CCCCC2)c1,1,-23,2.8,0.0
Nc1ccc(C(=O)N/N=C/c2ccccc2)cc1,-18,-22,-1.1,0.3
CCSc1nnc2[nH]c(=O)cc(C)n12,-4,1,-1.5,-0.3
O=C(Nc1cccc2c1C(=O)NC2=O)c1ccc(C(=O)c2ccccc2)cc1,7,-6,-1.0,0.2
Cc1cccc(-c2nc(CCNS(=O)(=O)c3ccccc3)cs2)c1,5,-5,0.3,0.1
O=C(NCc1nnc(SCC(=O)N2N=C(c3cccs3)CC2c2ccc(F)cc2)n1Cc1ccccc1)c1cccc(F)c1 (stereo unspecified),11,-1,5.0*,0.2
CCc1ccc2nc(N3CCC(C(=O)NCCc4ccc(Cl)cc4)CC3)sc2c1,8,7,-0.8,0.1
O=C1C2C3C=CC(C3)C2C(=O)N1CCN1CCN(c2nc(-c3ccccc3)cs2)CC1 (stereo unspecified),14,13,2.9,-0.1
COCCn1c(SCC(=O)Nc2ccccc2OC)nnc1-c1c[nH]c2ccccc12,8,-1,0.6,0.1
C/C(=N\NC(N)=S)c1ccc(O)cc1,-3,9,-0.9,0.0
CCOCC(=O)NC12CC3CC(CC(C3)C1)C2,-1,3,3.4,0.0
COC(=O)C1=CN(Cc2ccc(Cl)cc2)C=C(C(=O)OC)C1c1ccc(Cl)cc1,6,8,0.8,-0.1
CCOC(=O)C1CCN(C(=O)c2cnn3c(C(F)(F)F)cc(-c4ccco4)nc23)CC1,-1,-2,0.9,-0.2
Cc1ccc(Nc2c(-c3ccccc3)nc3cnccn23)cc1,-8,-7,4.8,0.1
Cn1c(=O)c2c(nc(NCCCO)n2Cc2cccc(Br)c2)n(C)c1=O,6,0,-0.7,-0.1
N=C1/C(=C/c2ccc(-c3ccc(C(=O)O)cc3)o2)C(=O)N=C2SC(C(F)(F)F)=NN12,-1,-4,-0.8,0.0
O=C(c1ccco1)N1CCCC(c2nc(-c3ccncc3)ncc2-c2ccccc2)C1 (stereo unspecified),17,5,0.0,-0.1
COC(=O)c1ccc(CSc2nnc3[nH]c(=O)c(C)c(C)n23)o1,-1,1,-0.8,-0.1

# Profiles, quoted from the list.
# Results for COCCn1c(SCC(=O)Nc2ccccc2OC)nnc1-c1c[nH]c2ccccc12 → MITF inh = 8; TEAD-YAP inh = -1; GPR151 ag = 0.6; FBW7 act = 0.1
# Results for O=C(NCCCN1CCCC1)c1ccc2c(=O)n(Cc3ccc(Cl)cc3)c(=S)[nH]c2c1 → MITF inh = 14; TEAD-YAP inh = -11; GPR151 ag = -0.4; FBW7 act = 0.5
# Results for CC(=O)NCCNC(=O)CCn1c(=O)[nH]c2ccccc2c1=O → MITF inh = 2; TEAD-YAP inh = -3; GPR151 ag = 1.4; FBW7 act = -0.1

# Assay outcomes (PubChem)
